HTR5A ag – HTR5A agonists in luminescence cell assay, primary screen, counter-screen for OPRM1-OPRD1 heterodimer agonist project, full-deck HTS; activation, % at 9.3 µM; hit rate 0.61% among 340,000; cell-based; 5-hydroxytryptamine receptor 5A (Homo sapiens), P47898; in the data active = activation mostly above about 9.5%, no sharp cut-off; inactive = mostly below about 7.6%;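 note: 0% = cells with vehicle only and 100% = reference agonist; strong numbers were not always called active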
Target sequence (P47898 whole entry, looked up): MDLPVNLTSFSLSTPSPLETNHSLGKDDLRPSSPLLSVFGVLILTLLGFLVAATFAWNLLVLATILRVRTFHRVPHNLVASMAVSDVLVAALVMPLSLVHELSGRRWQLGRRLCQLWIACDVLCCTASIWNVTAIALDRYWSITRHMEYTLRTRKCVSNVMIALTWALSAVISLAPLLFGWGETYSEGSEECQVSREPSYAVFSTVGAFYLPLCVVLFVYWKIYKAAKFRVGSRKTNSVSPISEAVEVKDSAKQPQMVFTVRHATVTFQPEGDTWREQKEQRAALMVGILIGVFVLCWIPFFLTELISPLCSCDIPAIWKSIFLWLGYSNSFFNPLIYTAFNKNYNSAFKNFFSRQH
PfHsp90 set2 – growth inhibition of PfHsp90-expressing yeast, primary screen, antimalarial PfHsp90 inhibitor project, S. cerevisiae, BacTiter-Glo luminescence, single point, set 2; BacTiter-Glo ATP, 48 h; yeast lacking PDR1 and PDR3 efflux regulators; inhibition, % at 9.4 µM; hit rate 0.32% among 310,000;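 active = every replicate shows inhibition above about 80%, whatever the replicate mean, limit read from the data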;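 note: 0% = DMSO neutral controls and 100% = 20 µM radicicol positive controls; yeast relying on Plasmodium falciparum Hsp90 in place of its own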
phage Ecoli inh – growth loss of phage-infected E. coli, primary screen, RecBCD inhibitor project, absorbance, with phage, HTS | inhibition, % at 11.9 µM | AID 651602, 2012 | hit rate 0.26% among 360,000; in the data active = inhibition above about 11%
MOR-DOR ag – agonists of OPRM1-OPRD1 heterodimerization, primary screen, cell-based, luminescence. Mu-type opioid receptor (Homo sapiens) + Delta-type opioid receptor (Homo sapiens), …. cells. activation, % at 9.3 µM. hit rate 0.3% among 340,000. AID 504326, 2011; in the data active = activation above about 18%;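 note: 0% = vehicle-treated cells and 100% = reference agonist; values of inactives mirror those of a sister screen read the other way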
Ecoli viability – E. coli V3065 growth inhibition, primary screen, counter-screen for AddAB inhibitor project, absorbance, OD600. 18 h. inhibition, % at 11.9 µM. hit rate 0.27% among 330,000. AID 449728, 2010;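 active = inhibition above the campaign's mean inhibition across all tested compounds plus 3 SD, cut at about 9.9% in these data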;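 note: uninfected addAB+ strain grown without phage in ampicillin broth; 0% = DMSO wells and 100% = ciprofloxacin 0.95 µg/ml wells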
AddAB inh – growth inhibition of E. coli expressing H. pylori AddAB, primary screen, AddAB inhibitor project, absorbance; inhibition, % at 11.9 µM; hit rate 0.29% among 330,000; AID 435030, 2010; in the data active = inhibition above about 12%;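 note: 0% = vehicle wells of infected cells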
MOR-DOR inv ag – inverse agonists of MOR-DOR heterodimerization, primary screen, cell-based, luminescence | cell-based MOR-DOR heterodimer luminescence, inverse agonism | inhibition, % at 9.3 µM | AID 504357, 2011 | hit rate 0.21% among 340,000; in the data active = inhibition above about 22%, passing the limit was not always enough;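 note: 0% = cells with DMSO and 100% = wells without cells with DMSO; values of inactives mirror those of a sister screen read the other way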
PKA-R1A activ – activators of PKA-R1A holoenzyme, primary screen, biochemical, fluorescence polarization, Cy5-IP20, bovine R1A, mouse PKAc. cAMP-dependent protein kinase type I-alpha regulatory subunit (Bos taurus) + …. PKA-R1A dissociation; scaled: DMSO 0%, 113 µM cGMP 100%. activation, % at 11.4 µM. hit rate 0.083% among 340,000;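 active = percent activation above the mean of all tested compounds plus 3 SD, cut at about 19% in these data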;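 note: higher means more PKAc released from R1A so a rise in polarization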
HTR5A inv ctr – HTR5A inverse agonists in luminescence cell assay, primary screen, counter-screen for OPRM1-OPRD1 heterodimer inverse agonist project, full-deck HTS; 5-hydroxytryptamine receptor 5A (Homo sapiens), P47898; HTR5A cell line, inverse agonism; inhibition, % at 9.3 µM; hit rate 0.083% among 340,000; AID 504634, 2011; in the data active = inhibition mostly above about 23%, no sharp cut-off; inactive = mostly below about 18%;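 note: 0% = cells with DMSO and 100% = no-cell wells with DMSO; some compounds called inactive have numbers as strong as hits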
DSG3 Ab inh – inhibitors of pemphigus antibody binding to DSG3, primary screen, biochemical, bead-based, flow cytometry, scFv-GFP | Desmoglein-3 (Homo sapiens), P32926 | binding (percent of control), % at 10 µM | hit rate 0.48% among 310,000 | DSG3-coupled beads, scFv-anti-DSG3-GFP binding; stronger effect = lower value | AID 588358, 2011;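 active = binding more than 3 SD below its plate's average and above zero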; note: some compounds called inactive have numbers as strong as hits
SUMO Mot1 rescue – yeast Mot1-301 growth rescue at high temperature, primary screen, SUMOylation pathway inhibitor project, S. cerevisiae, ATP luminescence, 38.5C; growth rescue, % at 18.8 µM; AID 2716, 2010; S. cerevisiae Mot1-301 growth rescue; percent above DMSO median, 100 means doubled; hit rate 1% among 320,000;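 active = every valid replicate shows activation above 250% relative to neutral control wells; inactive = the rest, any valid replicate at or below 250%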;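 note: OY570 slx delta 5 strain wells were the positive control but not used for scaling; some compounds called inactive have numbers as strong as hits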
Numbers without * were called inactive; nt = no result given.

compound	HTR5A ag	PfHsp90 set2	phage Ecoli inh	MOR-DOR ag	Ecoli viability	AddAB inh	MOR-DOR inv ag	PKA-R1A activ	HTR5A inv ctr	DSG3 Ab inh	SUMO Mot1 rescue
CC(=O)c1ccc(NC(=S)N2CCCC(CO)C2)cc1 (stereo unspecified)	-2	12	1.3	0.1	-1.0	0.9	-1	-2	-12	95	5
COc1cccc(NC(=O)CN(C)C(=O)C(CCSC)NC(=O)c2ccco2)c1 (stereo unspecified)	1	4	2.7	-4.1	4.2	3.9	16	-9	-3	106	-32
Cc1ccc(C)c(Cn2c3ccccc3c3cnn(CC(=O)NCCCN4CCCCC4)c(=O)c32)c1	0	-2	-1.0	-1.3	-3.0	2.7	7	-3	-25	96	14
Cc1ccc(OCCSc2nc3ccccc3n2CC(=O)O)cc1	6	5	1.0	-4.2	0.0	1.3	19	-3	-22	100	-11
Cc1ccc(-n2c(SCC(=O)OC(C)C)nnc2-c2ccncc2)cc1	8	-6	2.9	0.9	0.8	5.3	-5	6	-21	116	30
CC1=C(C(=O)Nc2ccccc2)C(c2ccco2)NC(=S)N1 (stereo unspecified)	-2	nt	1.3	-2.8	0.4	4.2	13	-3	5	106	10
Cc1ccc(C2(C)NC(=O)N(CC(=O)Nc3ccc4c(c3)OCO4)C2=O)cc1 (stereo unspecified)	5	nt	3.9	-1.8	0.7	0.4	11	-14	-3	nt	-3
CCC(=O)NNc1ccc(Br)cc1	-7	30	4.7	-5.8	-0.2	0.6	30	-5	18	98	32
Cc1cccc(-c2nc3c(c(SCC(=O)N(C)C)n2)CCCC3)c1	-5	-6	2.0	1.9	0.8	1.7	-10	6	-12	97	-3
COc1cccc(CN(C)CC(=O)Nc2ccccc2C(C)C)c1	-5	5	2.3	-0.3	0.5	1.2	1	-8	13	98	6
C[C@@H]1CN([C@@H](C)CO)C(=O)Cc2cc(NC(=O)Nc3ccc4c(c3)OCO4)ccc2O[C@@H]1CN(C)C(=O)NC1CCCCC1	1	5	3.7	-3.7	0.5	2.7	18	-11	-2	106	-12
COc1ccccc1N1CCN(C2CCCN(C(=O)CCn3cncn3)C2)CC1 (stereo unspecified)	7	-3	-1.7	-0.9	1.7	0.8	5	-9	-18	102	1
CCOC(=O)[C@H]1[C@H]2COc3ccc(Br)cc3[C@@H]2N2C(=O)c3cc(Br)ccc3NC(=O)[C@@]12C	4	-11	1.0	0.0	2.9	4.2	0	6	-11	101	50
O=C(O)CCc1nc2ccccc2n(CCc2ccccc2)c1=O	2	-2	2.2	-1.6	0.5	2.5	9	-13	-4	107	-7
O=C(C1CCC(=O)N(C2CC2)C1)N(CCO)Cc1ccccc1 (stereo unspecified)	1	-41	5.9	-2.5	-3.5	-1.0	13	-1	-6	88	15
CC(=O)Nc1ccc(S(=O)(=O)Nc2nnc(C(C)C)s2)cc1	-2	-12	-0.3	-3.5	0.9	1.4	18	-6	6	99	-4
CCCc1c(C)nn(C(=O)/C(C#N)=N/Nc2ccccc2[N+](=O)[O-])c1C	-1	1	5.3	-0.2	1.7	-0.4	1	2	-10	97	-20
Cc1c(C(=O)N(C)CCC#N)oc2ccc(S(=O)(=O)N3CC(C)CC(C)C3)cc12 (stereo unspecified)	0	8	1.3	-1.9	3.0	0.5	10	-4	-1	105	-4
CCC(C)(C)n1nnnc1C(c1ccc(C)cc1)N1CCN(Cc2cccnc2)CC1 (stereo unspecified)	-3	12	2.2	-1.6	0.5	1.6	7	-6	-25	110	2
S=c1[nH]nc(-c2ccccc2)o1	-2	nt	1.7	-1.1	1.8	0.1	5	-3	5	101	8
O=C(N/N=C/c1coc2ccccc2c1=O)c1cccc([N+](=O)[O-])c1	3	17	4.1	-2.3	-0.9	-1.3	11	7	8	97	-13
CCC(C)(C(=O)NC1CCCCC1)N(C(=O)c1ccccn1)c1ccccc1 (stereo unspecified)	-3	nt	2.3	-1.9	3.5	0.0	11	4	7	nt	6
Cc1ccc2c(c1)c1c(c(=O)n(-c3ccccc3)c(=O)n1CC(=O)NCC1CCCO1)n2C (stereo unspecified)	2	3	1.1	-4.1	0.8	0.9	21	-6	5	97	52
COc1ccc(NS(=O)(=O)c2cccc(C(=O)N3CCCCCC3)c2)cc1	-3	-9	3.3	0.2	1.6	1.2	-1	3	7	113	451
Cc1cccc(-c2nnc(NC(=O)c3ccc(N4C(=O)CCC4=O)cc3)s2)c1	-2	-12	0.8	-0.7	-1.6	-0.8	4	3	-3	106	0
CCOC(=O)C1=C(C)OC(N)=C(C#N)C1c1ccsc1 (stereo unspecified)	-3	nt	nt	-0.5	0.2	0.5	3	-2	28	101	-9
CSc1nc2c(c(=O)[nH]1)C(c1ccccc1Cl)CC(=O)N2 (stereo unspecified)	-4	-25	5.9	-2.5	-2.4	-0.8	13	-8	12	102	-6
Fc1ccccc1Nc1nc(N2CCOCC2)nc(N2CCOCC2)n1	-2	-3	0.7	-3.3	nt	nt	17	-21	6	111	-2
COCc1cc(=O)[nH]c(-c2ccc(C(F)(F)F)cc2)n1	nt	nt	-0.4	nt	0.0	4.1	nt	nt	nt	99	4
COCCNc1nc2sc3c(c2c(=O)n1Cc1ccco1)CCCCC3	6	15	4.0	1.0	-0.9	4.3	-5	3	-14	95	11
N#C/C(=C\c1cccs1)C(=O)Nc1nccs1	0	-135	3.1	-1.4	-1.8	1.2	7	-6	-1	99	4
COc1ccccc1-n1cc(-c2ccc(Cl)cc2)[nH]c1=O	1	-7	1.2	0.3	1.1	3.3	-2	-1	-2	101	-9
COc1ccccc1CNC(=O)COC(=O)c1cccnc1SCC(=O)NCc1ccccc1OC	0	-4	1.6	0.0	0.8	1.6	0	2	-1	104	nt
CCOc1ccc(NC(=O)C2CC(=O)N=C(N)S2)cc1 (stereo unspecified)	2	-2	2.6	-2.0	-3.1	-2.1	11	0	2	105	-11
COc1ccccc1C(=O)NCCC(=O)NCC(c1ccc(F)cc1)N1CCOCC1 (stereo unspecified)	0	-33	2.1	-1.0	-1.2	0.0	6	4	-22	107	-10
O=Cc1c(NC2CCCCC2)c2ccccc2[nH]c1=O	7	-89	1.9	1.8	-1.5	-0.3	-8	6	-25	74*	116
Cc1cc(C)c(C#N)c(SCC(=O)NN2CC(=O)N(c3ccccc3F)CC2=O)n1	1	8	2.2	-1.1	-0.3	3.8	6	-9	-16	nt	-4
Cn1c(N)c(C(=O)COC(=O)/C=C/c2cccc(Br)c2)c(=O)n(C)c1=O	0	nt	1.9	-3.4	1.1	2.0	13	3	7	96	9
Cc1ccc(C2(c3noc(CN(C)Cc4cnn(C)c4)n3)CCCC2)cc1	1	-65	1.7	-0.5	-2.6	0.0	3	-2	31	119	361
C/C(=N\NC(=O)c1ccncc1)c1cccc(NC(=O)c2ccc(C(C)(C)C)cc2)c1	0	13	2.0	-0.4	3.5	0.2	3	0	-4	109	-7
CCCC(C)NC(=O)c1ccc(F)cc1 (stereo unspecified)	-2	-14	1.3	1.2	-0.9	1.9	-7	0	-7	27*	-11
CCCc1cc(=O)oc2cc3occ(C)c3cc12	6	-2	3.3	-0.5	-3.1	1.3	3	7	-21	106	-11
COc1cccc(NC(=S)NC(=O)/C=C/c2ccc(F)cc2)c1	-5	5	1.6	1.8	0.0	0.3	-9	-10	-34	97	-26
COc1ccc(-n2ccnc2SCC(=O)NCc2ccco2)c(OC)c1	2	3	1.7	-2.6	-1.3	5.3	12	-3	1	nt	4
Cc1ccc(SC2CC(=O)N(c3ccc4c(c3)OCCO4)C2=O)cc1 (stereo unspecified)	-1	8	3.0	-1.8	1.4	6.2	10	0	4	88	-24
O=C(CCN1C(=O)c2ccccc2S1(=O)=O)Nc1ccc(F)cc1F	4	-14	1.6	-0.9	-0.9	1.5	4	-5	-1	98	-12
Nc1nonc1-n1nnc(C(=O)N/N=C/c2ccncc2)c1-c1cccs1	-1	5	0.5	-2.5	0.9	2.7	13	-6	-3	nt	6
Cc1ccc(S(=O)(=O)Nc2cnc3ccccc3c2)cc1	-1	-38	3.0	2.1	-0.2	-0.1	-11	-9	12	106	4
COc1cc(NC(=S)NC(=O)C(C)C)ccc1NC(=O)c1cc2ccccc2o1	0	30	-0.3	-3.5	4.0	2.3	18	-17	-17	97	392
CC(=O)N1CCN(c2ccc([N+](=O)[O-])c(-n3nc(C)cc3C)c2)CC1	-7	22	3.9	-1.9	0.9	0.7	9	-2	18	96	nt
C[C@H]1COC(=O)[C@@H](Cc2ccc(F)cc2)C/C=C\C[C@@H](CC(=O)NCCO)C(=O)N1	1	1	1.8	-5.6	-0.2	2.5	26	4	3	99	-16
Cc1nc(-c2cccc(NS(C)(=O)=O)c2)cs1	9	-1	2.2	-1.2	0.0	-0.6	7	0	-8	128	-14
Cc1ccc(NC(=O)CSc2nnc(CNC(=O)c3ccco3)n2C)cc1C	0	18	2.2	-1.4	1.3	1.4	9	2	-9	102	-14
Cc1ccc(S(=O)(=O)CC(=O)N2CCN(c3ccc([N+](=O)[O-])cc3)CC2)cc1	2	7	1.9	-2.2	-1.2	0.7	12	-7	-8	117	8
COc1ccc(CN(CC(=O)NC2CCCCC2)C(=O)CCCC(=O)Nc2ccccn2)cc1	-5	-3	1.1	1.3	-1.6	0.2	-9	-5	13	91	-13
COc1ccc2c(c1)C(=O)CCC2c1ccccc1 (stereo unspecified)	2	22	-1.1	3.0	-2.5	-1.0	-14	-4	-8	99	-16

Some of the entries so far, with each value named:
CCCc1cc(=O)oc2cc3occ(C)c3cc12
  HTR5A ag = 6; PfHsp90 set2 = -2; phage Ecoli inh = 3.3; MOR-DOR ag = -0.5; Ecoli viability = -3.1; AddAB inh = 1.3; MOR-DOR inv ag = 3; PKA-R1A activ = 7; HTR5A inv ctr = -21; DSG3 Ab inh = 106; SUMO Mot1 rescue = -11
Cc1ccc(S(=O)(=O)Nc2cnc3ccccc3c2)cc1
  HTR5A ag = -1; PfHsp90 set2 = -38; phage Ecoli inh = 3.0; MOR-DOR ag = 2.1; Ecoli viability = -0.2; AddAB inh = -0.1; MOR-DOR inv ag = -11; PKA-R1A activ = -9; HTR5A inv ctr = 12; DSG3 Ab inh = 106; SUMO Mot1 rescue = 4

High-throughput results (PubChem BioAssay)

Random draw from the library, and some 3.2% of all compounds hit somewhere here.
